Compound activity: PubChem, several laboratories
M1AAP inhibition – P. falciparum M1AAP inhibitors, biochemical, fluorogenic H-Leu-NHMec substrate, 1536-well (AID 1445). recombinant M1AAP, H-Leu-NHMec fluorogenic kinetic assay; higher % means a stronger effect. inhibition, % at 30 µM; hits with a dose series show IC50 in µM. Aminopeptidase N (Plasmodium falciparum (isolate 3D7)). hit rate 0.42% among 220,000;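 active = primary inhibition above the hit cutoff, then over 50% inhibition at one or more dose response concentrations, cut at about 23% in these data, passing the limit was not always enough; inconclusive = conflicting primary data, or primary hits not chosen for dose response; inactive = low primary inhibition, or under 50% at every dose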;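 also: plate controls were DMSO full reaction for no effect and no enzyme background for full effect; strong numbers were not always called active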
West Nile virus CPE – West Nile virus antiviral activity, cell-based, CPE readout (AID 1621); West Nile virus-infected cells, CPE inhibition; higher % means a stronger effect; one-dose CPE inhibition, % at 10 µM; IC50 in µM for titrated hits; hit rate 0.02% among 290,000; in the data active = a potency from the dose series; inconclusive = CPE inhibition mostly from about 3.7% at the one dose, without a potency; inactive = the rest, 99 in 100 with CPE inhibition below about 2.2%; also: strong numbers were not always called active
K1F lysis inhibition – inhibition of K1F phage lysis, E. coli UTI89, bacterial capsule biogenesis inhibitors, alamar blue (AID 488966). E. coli UTI89 K1F phage lysis, alamar blue, 2 h; higher % means a stronger effect. inhibition, % at 100 µM; hits with a dose series show IC50 in µM. hit rate 0.02% among 340,000;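 active = phage lysis inhibition, versus mean bacterial control, above a set limit; inconclusive = no clear call, values can overlap the other calls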;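 also: capsule biogenesis inhibitors block K1F phage lysis so surviving cells raise fluorescence; higher fluorescence means more inhibition of phage lysis; actives were called in the ten point dose series up to 300 µM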
RSV CPE inhibition – RSV antiviral activity via CPE protection, HEp-2 cells, primary 10 µM value included (AID 2391). HEp-2 cells, RSV-induced CPE inhibition; higher % means a stronger effect. CPE inhibition, % at 10 µM; hits with a dose series show IC50 in µM. hit rate 0.13% among 310,000; in the data active = a potency from the dose series; inconclusive = CPE inhibition mostly from about 23% at the one dose, without a potency; inactive = the rest, 99 in 100 with CPE inhibition below about 21%; also: strong numbers were not always called active
M17LAP inhibition – P. falciparum M17LAP inhibitors, primary screen, biochemical, fluorogenic H-Leu-NHMec substrate, 1536-well (AID 1619); Leucine aminopeptidase (Plasmodium falciparum (isolate 3D7)); recombinant M17LAP, H-Leu-NHMec fluorogenic kinetic assay; higher % means a stronger effect; one-dose inhibition, % at 30 µM; IC50 in µM for titrated hits; hit rate 0.38% among 220,000;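 active = compound inhibiting the enzyme by more than half at any dose during confirmatory dose-response retesting; inconclusive = strong single-dose inhibitors picked by rank but not retested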;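 also: plate controls were full reaction with DMSO carrier for no effect and no enzyme background for full effect; strong numbers were not always called active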
TNAP activators – human TNAP enzyme activators, primary screen, biochemical, luminescent, no phosphate acceptor, uHTS (AID 1001); activation fold at 20 µM; hits with a dose series show EC50 in µM; purified TNAP, luminescent activation assay, no phosphate acceptor; higher activation fold means a stronger effect; Alkaline phosphatase, tissue-nonspecific isozyme (Homo sapiens); hit rate 0.03% among 200,000; in the data active = activation fold from about 3, or a potency from the dose series; inactive = the rest, 99 in 100 with activation fold below about 1.6; also: many of its hits are not listed in these tables
PMI inhibitors – inhibitors of human PMI, primary screen, biochemical, fluorescence intensity, coupled assay (AID 1209); Mannose-6-phosphate isomerase (Homo sapiens); purified PMI enzyme, coupled fluorescence intensity; higher % means a stronger effect; one-dose inhibition, % at 20 µM; IC50 in µM for titrated hits; hit rate 0.42% among 190,000;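 also: plate controls were DMSO vehicle for no effect and wells lacking substrate for full effect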
PMI inhibition – human PMI inhibitors, high substrate, primary screen, biochemical, fluorescence intensity, high mannose 6-phosphate (AID 1220); Mannose-6-phosphate isomerase (Homo sapiens); recombinant PMI enzyme, coupled fluorescence intensity; higher % means a stronger effect; one-dose inhibition, % at 20 µM; IC50 in µM for titrated hits; hit rate 0.66% among 190,000
T cell HTS – modulators of CD8 T cell-vesicle binding, primary screen, mouse 2C CD8+ T cells, flow cytometry | 2C CD8+ T cell-vesicle binding; hits give low values | calls only at 7 µM | hit rate 0.068% among 330,000;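 active = response, share of CD8 T cells binding vesicles, and their 90th percentile fluorescence all below set limits, cut at about 80% in these data, passing the limit was not always enough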
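Assay system – 2C mouse CD8+ T cells · Also added – QL9-loaded Drosophila micro-vesicles · Timing – Cell–vesicle co-incubation 1.5 h at 37 °C, staining 20 min on ice · Signal – flow cytometry of vesicle-bound cells · Measure – percent CD8+ FL2 mean versus row control · Controls – Peptide-free naked vesicles (low) and QL9 vesicles with 0.7% DMSO vehicle (high)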
T cell HTS vesicle-bound % – further read-out of T cell HTS, marked with its call; double positive events, %; measured here: CD8+ vesicle-bound cell fraction;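 binding gate set so that unloaded-vesicle control wells show 10% double positive cells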
* = called active by the depositor; i = inactive; ? = inconclusive; . = not tested or not shown; [ ] = dose if it differs, or a comment. Rule as the data show it, unless noted: active = inhibition above about 50%; inactive = the rest.

SMILES	M1AAP inhibition	West Nile virus CPE	K1F lysis inhibition	RSV CPE inhibition	M17LAP inhibition	TNAP activators	PMI inhibitors	PMI inhibition	T cell HTS	T cell HTS vesicle-bound %
Cc1oc(-c2ccccc2Cl)nc1CS(=O)CC(=O)NC1CC1 (stereo not drawn)	.	-0.2%	0.1%	-0.9%	.	.	.	.	i	23
COc1ccc(OCCn2ccnc2C)cc1	.	-0.2%	-0.1%	-0.7%	.	.	.	.	i	47
O=C(Nc1ccnn1C1CCN(Cc2ccc(CO)o2)CC1)c1ccc2c(c1)OCO2	.	-0.4%	1.2%[50 µM]	1.9%	.	.	.	.	i	5
COc1ccccc1CN(C(=O)c1ccco1)C(C(=O)NC1CCCC1)c1ccncc1 (stereo not drawn)	10%	1.2%	1.6%	-0.4%	6%	1.1	6%	21%	i	15
COc1ccc(OC)c(NC(=O)Nc2cc(NC(=O)Nc3cc(OC)ccc3OC)c(C)nc2C)c1	7%	-0.3%	2.0%	1.6%	-2%	1.2	8%	22%	i	26
O=C(Nc1nc(-c2cccc([N+](=O)[O-])c2)cs1)C(c1ccccc1)c1ccccc1	-4%	0.1%	0.1%	16%	-5%	1	10%	12%	i	29
CO/N=C/C(NC(=O)c1ccc(C(F)(F)F)cc1)C(=O)OC (stereo not drawn)	0%	0.9%	0.3%	0.3%	-5%	1.1	-10%	-1%	i	41
COc1cc(C(=O)N2CCC(c3nc(-c4cccnc4)no3)CC2)cc(OC)c1OC	2%	-0.4%	-1.7%	0.4%	7%	1.1	2%	4%	i	59
C=CCn1c(CNS(=O)(=O)c2ccc(Br)cc2)nnc1SC	.	-0.7%	0.3%[50 µM]	1.3%	.	.	.	.	i	8
Cc1cccc(C)c1NC(=O)CN(C)S(=O)(=O)c1ccc(-c2ccc(=O)[nH]n2)s1	.	-0.8%	0.0%	-0.7%	.	.	.	.	i	62
O=C1c2ccccc2C(=O)c2c1cccc2-n1nnc2ccccc21	3%	-0.3%	-0.9%	.	5%	.	.	.	i	59
O=c1c(C/C=C/c2ccccc2)c(O)ccn1Cc1cccc(Cl)c1	9%	-0.3%	9.9%	-2.2%	4%	1.1	14%	12%	i	53
CC(C)(Cc1ccc(O)cc1)NC(=O)CC(=O)N/N=C/c1ccc([N+](=O)[O-])cc1	16%	0.3%	-0.5%	3.5%	5%	1	3%	32%	i	52
O=C(c1ccc([N+](=O)[O-])s1)N1CCN(c2cccc(Cl)c2)CC1	10%	-1.5%	-0.5%	8.7%	-7%	1	16%	13%	i	35
NNC(=O)c1nc(-c2ccccc2)cc(-c2ccccc2)n1	.	-0.7%	-0.1%	7.4%	.	.	.	.	i	45
c1ccc(-c2nn[nH]n2)cc1	-4%	0.4%	0.3%	.	4%	.	.	.	i	53
CCCC(=O)N/N=C1\CS(=O)(=O)N(C)c2ccsc21	9%	0.4%	-0.8%	-1.1%	12%	1	16%	15%	i	55
NC(=O)CC(NC(=O)Cc1cccc2ccccc12)c1ccc(N2CCC(N3CCCCC3)CC2)c([N+](=O)[O-])c1 (stereo not drawn)	.	1.3%	0.0%	0.2%	.	.	.	.	i	14
CCCCCCS(=O)Cc1ccccc1 (stereo not drawn)	9%	0.0%	3.1%	1.3%	2%	1.1	6%	0%	i	33
Cc1cccc(C)c1NC(=O)C(c1ccccc1)N1CCN(C(=O)c2ccco2)CC1 (stereo not drawn)	7%	-0.7%	7.4%	0.6%	1%	1.1	0%	0%	i	44

The last 4 compounds of the section above come first, to join the parts.
SMILES	M1AAP inhibition	West Nile virus CPE	K1F lysis inhibition	RSV CPE inhibition	M17LAP inhibition	TNAP activators	PMI inhibitors	PMI inhibition	T cell HTS	T cell HTS vesicle-bound %
CCCC(=O)N/N=C1\CS(=O)(=O)N(C)c2ccsc21	9%	0.4%	-0.8%	-1.1%	12%	1	16%	15%	i	55
NC(=O)CC(NC(=O)Cc1cccc2ccccc12)c1ccc(N2CCC(N3CCCCC3)CC2)c([N+](=O)[O-])c1 (stereo not drawn)	.	1.3%	0.0%	0.2%	.	.	.	.	i	14
CCCCCCS(=O)Cc1ccccc1 (stereo not drawn)	9%	0.0%	3.1%	1.3%	2%	1.1	6%	0%	i	33
Cc1cccc(C)c1NC(=O)C(c1ccccc1)N1CCN(C(=O)c2ccco2)CC1 (stereo not drawn)	7%	-0.7%	7.4%	0.6%	1%	1.1	0%	0%	i	44
CC(NC(=O)c1cc(Br)ccc1Br)c1ccccc1 (stereo not drawn)	4%	0.4%	.	0.7%	11%	1.1	7%	2%	i	32
CCC(C)[C@H](NC(=O)Nc1cccc(Br)c1)C(=O)OC (stereo partly drawn)	6%	-0.8%	0.7%	1.1%	11%	1.1	7%	6%	i	46
Cc1ccc(-c2ccc(OC(=O)c3ccc(=O)[nH]c3)c(C)c2)cc1	.	0.1%	-0.1%	22%	.	.	.	.	i	49
CCOC(=O)Cn1nnc(-c2cccc(OC)c2)n1	-1%	0.2%	2.2%	0.6%	-6%	1.1	4%	1%	i	67
C=CCOc1ccccc1/C=C/C(=O)O	0%	0.1%	-0.3%	0.3%	-8%	1.1	12%	9%	i	35
O=C(COc1ccc(S(=O)(=O)NC2CCCCC2)cc1)N1CCN(c2ccc(F)cc2)CC1	-1%	0.0%	7.7%	4.2%	-9%	1.1	-2%	2%	i	41
COc1ccc(C)cc1CN1C(=O)c2ccccc2C1=O	.	1.1%	-0.4%	3.1%	.	.	.	.	i	20
COc1cccc(N2CCN(Cc3nc(N)nc(Nc4ccccc4)n3)CC2)c1	5%	1.7%	0.1%	-1.6%	-6%	1.1	7%	-2%	i	34
Cc1cccc(NS(=O)(=O)c2ccc(-c3cnc(C4CC4)o3)cc2)c1C	.	-0.2%	6.3%	?	.	.	.	.	i	6
O=C(O)COc1ccccc1/C=N/NC(=O)CN1CCN(Cc2ccccc2Cl)CC1	2%	0.4%	-0.5%[50 µM]	0.1%	4%	.	.	.	i	50
Cc1ccc(S(=O)(=O)c2nc(-c3ccccc3Br)oc2N(C)C)cc1	.	-0.8%	0.3%[50 µM]	1.9%	.	.	.	.	i	34
Cc1nn(-c2ncc(C(F)(F)F)cc2Cl)c(=O)n1-c1c(F)cccc1F	0%	-0.9%	-0.3%	1.8%	0%	1.2	-7%	-3%	i	55
CCC(=O)Nc1ccc2nc(SCC(=O)N3CCCC3)sc2c1	13%	-0.3%	4.7%	2.1%	5%	1.1	12%	10%	i	14
CC(=O)NCCCC(=O)NC(CCC(=O)OCc1ccccc1)C(=O)OCc1ccccc1 (stereo not drawn)	12%	0.2%	0.3%	1.9%	5%	1.1	9%	10%	i	32
COc1cc(C(=O)Oc2cccc(C)c2)cc(OC)c1OC	4%	-0.4%	-0.2%	2.7%	15%	1.1	-1%	2%	i	49
COc1ccc(S(=O)(=O)Nc2ccc3c(c2)OCO3)cc1C	5%	-0.8%	0.1%	-0.1%	10%	1.1	4%	4%	i	16
CN(CCC#N)C(=O)CSc1nc2scc(-c3ccccc3)c2c(=O)[nH]1	4%	0.7%	-0.2%	0.7%	10%	1	-6%	-10%	i	45
O=C(NCc1ccccc1)[C@]1(C(F)(F)F)C[C@H](CCc2ccccc2)CCCO1	.	-0.5%	-0.2%	0.6%	.	.	.	.	i	26
Nc1ccccc1C(=O)Nc1cccc2ccccc12	.	-0.2%	0.2%	1.1%	.	.	.	.	i	54
CCN(CC)CCCNC(=S)N1CCN(c2nc(-c3ccc(F)cc3)cs2)CC1	.	0.2%	-0.3%	-1.3%	.	.	.	.	i	30
CC(C(=O)O)N1C(=O)C2C3CC(C2C1=O)C1C(c2ccccc2)c2sc(=O)[nH]c2SC31 (stereo not drawn)	1%	0.6%	-0.3%	0.9%	13%	1	33%	7%	i	23
CC12CCC(C(=O)N(CCCCN3CCN(c4ccccn4)CC3)C1=O)C2(C)C (stereo not drawn)	.	-1.6%	-0.1%	-1.3%	.	.	.	.	i	8
COc1ccc(CNC(=O)c2ccc(-c3ccccc3)cc2)cc1	3%	-0.1%	0.8%	0.5%	-6%	1.1	0%	1%	i	54
COc1cc(/C=C/C(=O)O)cc(S(=O)(=O)Nc2ccc3nc(SC)sc3c2)c1OC	66µM*	-0.5%	0.3%	2.3%	25%	1.1	-11%	0%	i	33
CC(=O)N1CCC(C(=O)Nc2ccc(S(=O)(=O)N3CCCCC3)cc2)CC1	.	0.2%	0.0%	1.1%	.	.	.	.	i	39
CC1CC(C)CN(C(=O)CSc2ccsc2[N+](=O)[O-])C1 (stereo not drawn)	-1%	-1.0%	0.1%	-1.0%	-6%	1	8%	9%	i	30
CNC(=S)NCc1ccc2[nH]c3c(c2c1)CCCC3	11%	-0.1%	-0.1%	3.7%	-2%	1	0%	18%	i	39
Cc1ccc(/C=N/NC(=O)CNC(=O)c2cccs2)o1	9%	0.7%	-0.1%	-1.9%	10%	1.1	2%	11%	i	14
O=C(c1cc([N+](=O)[O-])ccc1Cl)N1CCN(c2ccccn2)CC1	3%	0.1%	0.1%	3.8%	6%	1	11%	11%	i	64
O=C(CS(=O)(=O)c1cn(Cc2ccc(Cl)cc2)c2ccccc12)N1CCCCC1	5%	0.1%	-0.5%	2.0%	12%	1	12%	13%	i	41
Cc1[nH]n(-c2ccccc2)c(=O)c1N=Nc1ccccc1C(=O)N1CCOCC1	4%	1.3%	-0.3%	7.8%	-4%	0.9	2%	11%	i	60
O=C(NN=C1CCCC1)c1n[nH]c2c1CCCC2	-4%	3.2%	-0.1%	-0.5%	14%	1.4	3%	-3%	i	51
COC(=O)c1ccc(C(=O)OC)nc1	1%	0.6%	0.2%	-0.7%	-6%	1.1	9%	21%	i	38
